High-throughput results: PubChem, several laboratories
HIF-2a block = blocks HIF-2a reporter activity; 786-0 RCC cells HIF-2a reporter, luciferase luminescence, overnight; inhibition, % at 18.8 µM; 360,000 tested, 0.72% active;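 active = inhibition of the luminescence signal of 40% or more relative to plate controls, in a single-dose primary screen at 18.75 µM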
hiPSC survival = enhancers of human iPSC single-cell survival | hiPSC single-cell survival, ATPlite luminescence; 100% = ROCK inhibitor wells, 0% = DMSO | survival enhancement, % at 20 µM | 360,000 tested, 0.044% active | AID 602274; in the data active = survival enhancement above about 18%;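 also: cells exposed to compounds for 16 hours before the ATP read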
Peg3 promoter = Peg3 promoter activity inhibition | HeLa PEG-Prom luciferase reporter, luminescence, overnight | 360,000 tested, 1.7% active | inhibition, % at 20 µM;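 active = inhibition of at least 50% at 20 µM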
TRPM1 prom inh = MITF TRPM1 promoter inhibition in SK-MEL-5 cells; inhibition, % at 12.5 µM; 330,000 tested, 0.83% active; SK-MEL-5 TRPM1 promoter luciferase, 24 h;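 active = mean inhibition across replicates of 60% or more, whatever share of single replicates reaches that level; inconclusive = some that reach 60%, reason not given; inactive = mean inhibition across replicates below 60%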; also: values of inactives mirror those of a sister screen read the other way
NR2E3 ag-1 = agonists of human nuclear receptor NR2E3; GST-NR2E3/biotin-RetCOR TR-FRET, 1536-well; inhibition of corepressor binding, % at 4.78 µM; AID 2300; Q9Y5X4; 320,000 tested, 0.12% active;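 active = percent inhibition above the cutoff of mean plus 3 SD of all tested compounds, set per screening campaign, cut at about 20% in these data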;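 also: 0% = DMSO wells and 100% = biotin wells as full block of FRET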
Target sequence (Q9Y5X4 whole entry, looked up): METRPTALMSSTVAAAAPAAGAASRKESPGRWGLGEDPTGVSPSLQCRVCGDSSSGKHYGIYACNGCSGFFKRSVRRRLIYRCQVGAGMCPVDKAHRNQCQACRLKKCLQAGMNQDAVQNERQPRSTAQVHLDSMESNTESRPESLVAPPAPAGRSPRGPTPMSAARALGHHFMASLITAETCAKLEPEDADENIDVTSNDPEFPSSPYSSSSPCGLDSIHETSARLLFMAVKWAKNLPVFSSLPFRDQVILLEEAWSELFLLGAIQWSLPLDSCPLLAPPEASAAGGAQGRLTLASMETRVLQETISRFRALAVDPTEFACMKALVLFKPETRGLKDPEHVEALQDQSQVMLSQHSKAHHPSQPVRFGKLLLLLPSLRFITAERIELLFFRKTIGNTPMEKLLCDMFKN
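Material – GST-tagged NR2E3 plus biotinylated RetCOR corepressor · Quantity – NR2E3 fusion 1.35 nM · Times – 5 h incubation at 4 °C · Medium – pH 7.5 Tris-based buffer · Technique – TR-FRET, Eu(K)-anti-GST donor, streptavidin-D2 acceptor, ex 340, em 617/671 nm · Benchmarks – high control biotin, low control 0.6% DMSO · Format – 1536-well plates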
aDG glyco up = increases alpha dystroglycan glycosylation. Pro5-aDG cells, alpha-DG glycosylation AlphaScreen (IIH6); 0% Pro5, 100% B10-LARGE cell signal. 360,000 tested, 0.22% active. activation, % at 10 µM. AID 624168;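 active = activation of at least 8% versus controls, or a plate z-score of at least 8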;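 also: Pro5 are CHO cells carrying HIG-tagged alpha-DG that lacks glycosylation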
Vif inh = blocks HIV Vif function; inhibition, % at 7.49 µM; HEK293T cells, Vif self-association by quenched fluorescence, imaging, 24 h; 340,000 tested, 0.35% active; in the data active = inhibition above about 50%, passing the limit was not always enough; inconclusive = no clear call, values can overlap the other calls; inactive = below about 31%; also: some results filed as inactive read as strong as hits
PDI inh = PDI (human) enzyme inhibition | P07237 | 350,000 tested, 0.052% active | inhibition, % at 10 µM | PDI insulin aggregation turbidity, A650, 90 min;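 active = mean inhibition across replicates of 30% or more, whatever share of single replicates reach that level; inconclusive = mean inhibition below 30% while every single replicate reaches 30%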;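 also: absorbance from insulin aggregation driven by PDI reduction with DTT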
Target sequence (P07237 whole entry, looked up): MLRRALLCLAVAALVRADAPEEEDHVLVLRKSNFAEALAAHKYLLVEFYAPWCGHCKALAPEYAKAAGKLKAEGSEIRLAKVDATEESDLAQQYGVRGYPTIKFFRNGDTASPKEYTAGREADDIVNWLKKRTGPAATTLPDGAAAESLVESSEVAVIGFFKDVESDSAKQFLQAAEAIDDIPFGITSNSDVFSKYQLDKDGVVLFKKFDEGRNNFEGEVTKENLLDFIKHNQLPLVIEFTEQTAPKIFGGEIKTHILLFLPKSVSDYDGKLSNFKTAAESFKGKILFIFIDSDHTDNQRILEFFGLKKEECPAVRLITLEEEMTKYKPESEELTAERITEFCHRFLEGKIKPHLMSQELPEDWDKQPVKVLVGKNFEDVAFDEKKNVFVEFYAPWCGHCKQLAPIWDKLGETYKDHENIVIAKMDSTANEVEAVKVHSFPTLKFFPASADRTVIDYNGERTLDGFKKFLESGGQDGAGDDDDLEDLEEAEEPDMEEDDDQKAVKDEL
CaV13 ICDI inh = Primary screen for inhibitors of IQ motif and Ca2+-dependent inactivation inhibitor domain binding in CACNA1D, Förster resonance energy transfer in living cells, …. HEK cells, CFP/YFP FRET ICDI-IQ, plate reader, 10 min; percent FRET-ratio fall versus neutral wells. inhibition, % at 12.3 µM. 340,000 tested, 0.098% active. AID 743397;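 active = mean replicate inhibition of at least 30% and at least 1% of replicates passing that level; inconclusive = only one of the two criteria is met; inactive = neither criterion is met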;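 also: 0% = median of the neutral control wells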
Granule exo inh = blocks lytic granule exocytosis | TALL-104 LAMP-1 surface exposure, flow cytometry; cells stimulated with thapsigargin and PMA | inhibition, % at 10 µM | 360,000 tested, 0.66% active | AID 651702;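 active = inhibition above about 55%, limit read from the data; inconclusive = no clear call, values can overlap the other calls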
NR2E3 ag-2 = agonists of human NR2E3 nuclear receptor; AID 602229; 360,000 tested, 0.35% active; inhibition of corepressor binding, % at 3.98 µM; CHO-S Gal4-NCOR/VP16-NR2E3 two-hybrid, luciferase;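 active = inhibition above the mean of all tested compounds plus 3 SD, cut at about 70% in these data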;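 also: 0% = DMSO with NR2E3 transfected cells and 100% = cells lacking NR2E3 construct; higher means lower luciferase signal from less NR2E3 corepressor binding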
An asterisk follows results filed as active; u = inconclusive; x = not tested or not shown.

SMILES	HIF-2a block	hiPSC survival	Peg3 promoter	TRPM1 prom inh	NR2E3 ag-1	aDG glyco up	Vif inh	PDI inh	CaV13 ICDI inh	Granule exo inh	NR2E3 ag-2
COc1ccccc1/C=C/C(=O)NCC(=O)N/N=C/c1ccccc1[N+](=O)[O-]	10	1.6	-1	7	6	0.7	-4	-11	-10	-2	-2
COc1ccc(NS(=O)(=O)c2ccc(NC(=O)Cc3cccs3)cc2)cc1	19	-2.5	-24	19	-2	0.2	-7	-3	-5	-1	15
O=C(Nc1ccncc1)C1COc2ccccc2O1 (stereo unspecified)	-12	2.7	-4	-16	1	-0.1	x	9	x	-4	-4
O=C(CN(c1ccccc1)S(=O)(=O)c1ccc(Cl)cc1)Nc1ccccc1C(=O)N1CCCC1	-1	-0.3	21	-12	0	0.0	15	-1	-4	-2	2
CC(C)c1nc(SCC(=O)N2CCCC2)c2ccccc2n1	21	-2.3	10	9	0	0.3	2	-7	-6	2	10
CCn1c(=O)cc(OCC(=O)NCCc2ccc(OC)c(OC)c2)c2ccccc21	9	1.6	1	-16	-1	-0.5	-4	1	1	2	-5
COc1ccc(OC)c(NC(=O)c2ccc(N3C(=O)C4CC=C(C)CC4C3=O)cc2)c1 (stereo unspecified)	10	0.6	0	2	-1	0.2	-2	-6	-13	1	-16
CCc1noc(C)c1C(=O)N1CCN(S(=O)(=O)c2ccc(C)cc2C)CC1	5	0.2	23	-2	0	0.1	5	-9	x	-1	-3
Cc1ccccc1C(=O)N1CCC(C(=O)Nc2ccc(S(=O)(=O)N(C)C(C)C)cc2)CC1	16	4.9	32	13	3	-0.1	-11	-4	-5	-1	-9
COc1ccccc1CNS(=O)(=O)c1c(C)nc2scc(C)n2c1=O	0	-0.2	2	-27	-3	0.0	-2	0	-3	u	-14
CCC(=O)Nc1cc(C)c(NC(=O)c2ccccc2OC)cn1	-102	2.6	-51	-33	-4	0.1	-14	-1	0	-4	-16
CC(=O)Nc1cccc(NC(=O)CSc2nc(=O)n(Cc3ccncc3)c3c2CCC3)c1	0	1.0	2	-4	2	-0.1	1	0	-5	-4	11
COc1ccc(N=Nc2cc(OC)c(N)cc2OC)cc1	-136	0.2	-106	4	x	-0.2	6	5	-2	21	-11
C=CCNC(=O)N[C@@H](CCSC)C(=O)OC	8	-1.5	8	6	2	0.0	3	-9	-8	-4	-16
CC(=O)Nc1ccc(NC(=O)C(C)Sc2nnc(-c3ccc4c(c3)OCO4)o2)cc1 (stereo unspecified)	-120	-0.8	-153	-46	x	0.3	1	-16	-5	-3	-48
COc1ccc(NC(=O)CNC(=O)C2CCCCC2)cc1OC	-25	0.2	-9	-13	x	-0.1	-2	9	-5	-2	-12
Cc1cccc(NC(=O)c2c(C)nc3ccccn23)c1	-138	0.8	-110	-49	-1	0.0	-3	-11	-4	-1	-17
CC(C)(C)c1ccc(/C=N/OCC(=O)NCc2ccc(F)cc2)cc1	-15	-1.2	-21	-2	-4	0.2	2	-27	-2	-2	-6
O=P(c1ccccc1)(c1ccccc1)C(O)c1ccncc1 (stereo unspecified)	13	-0.6	7	4	4	0.1	13	-2	x	-3	-9
CCCCNC(=S)N=Nc1c(O)n(Cc2ccccc2)c2ccccc12	-16	0.1	7	-2	-2	0.1	6	4	-14	2	-32

Arranged by SMILES length (ascending): part of the list above.
SMILES	HIF-2a block	hiPSC survival	Peg3 promoter	TRPM1 prom inh	NR2E3 ag-1	aDG glyco up	Vif inh	PDI inh	CaV13 ICDI inh	Granule exo inh	NR2E3 ag-2
COc1ccccc1CNS(=O)(=O)c1c(C)nc2scc(C)n2c1=O	0	-0.2	2	-27	-3	0.0	-2	0	-3	u	-14
COc1ccc(NS(=O)(=O)c2ccc(NC(=O)Cc3cccs3)cc2)cc1	19	-2.5	-24	19	-2	0.2	-7	-3	-5	-1	15
CCn1c(=O)cc(OCC(=O)NCCc2ccc(OC)c(OC)c2)c2ccccc21	9	1.6	1	-16	-1	-0.5	-4	1	1	2	-5

Continuation.
SMILES	HIF-2a block	hiPSC survival	Peg3 promoter	TRPM1 prom inh	NR2E3 ag-1	aDG glyco up	Vif inh	PDI inh	CaV13 ICDI inh	Granule exo inh	NR2E3 ag-2
O=C(Nc1ccccc1C(F)(F)F)N1CCCCCC1	-15	-0.1	-17	-1	6	0.1	-2	-1	-5	1	-4
NS(=O)(=O)c1ccc(CCNC(=O)c2cc(-c3cccs3)nc3ccccc23)cc1	-10	-1.3	54*	8	x	-0.7	4	10	-7	-3	-7
O=c1c2ccccc2nc(-c2ccco2)n1-c1nc2ccccc2s1	-79	1.2	-15	7	-3	0.0	15	3	-5	-1	17
C[C@@H]1CN([C@@H](C)CO)S(=O)(=O)c2ccc(Br)cc2O[C@H]1CN(C)C(=O)Nc1ccc2c(c1)OCO2	-6	0.0	-17	x	x	-0.2	-3	-5	-6	8	-11
COc1ccc(NC(=O)COC(=O)CCCOc2ccc(Cl)cc2Cl)cc1	34	4.0	-6	-1	-1	0.1	1	-2	-19	-8	-19
CS(=O)(=O)NN1C(=O)c2ccccc2NC1c1ccccc1F (stereo unspecified)	1	-0.5	14	2	-1	0.0	1	-4	-19	-6	5
Cc1ccc(NC(=O)Nc2ccon2)cc1	-157	-0.6	-139	-46	x	-0.5	10	2	x	2	-28
O=C(O)c1cccc(Nc2ccc([N+](=O)[O-])cn2)c1	16	-0.6	6	14	1	0.1	-8	0	-6	-1	-52
CCOc1ccccc1N1CCN(C(=O)c2ccc3nc(N)sc3c2)CC1	4	2.5	11	-10	x	0.1	-7	6	-7	-1	17
COc1ccccc1CC(=O)Nc1ccc(Cl)cc1C(=O)O	2	0.2	2	-4	2	-0.2	-2	-1	-4	5	-23
CC(NC(=O)Nc1ccccc1)c1ccccc1 (stereo unspecified)	-3	0.9	-5	-2	2	0.1	4	5	-4	0	-1
CC1=NNC(=O)C1Cc1ccccc1 (stereo unspecified)	-3	-0.1	-11	x	0	0.0	19	-3	10	4	-10
COc1ccc(C(=O)c2ccc(N3CCN(C(=O)c4ccc(F)cc4)CC3)c(F)c2)cc1Br	7	-1.2	26	6	2	0.6	-4	-4	x	5	19
Cc1cc(Oc2ccccc2)nc(SCC(=O)Nc2ccc(Cl)c(Cl)c2)n1	16	1.7	13	1	-2	0.7	-10	4	-4	-2	3
Cc1ccc(S(=O)(=O)CC(=O)N2CCCCCC2)cc1	5	-3.0	-8	-5	2	0.0	-1	-9	-4	-2	-20
COc1ccc(-c2nc(NC3=NCCCCC3)sc2C)cc1	-2	-0.5	5	-4	7	0.3	-1	4	-5	-2	12
C/C(=N\NC(=O)c1cc(C)[nH]n1)C(C)(C)C	20	-0.5	-15	-4	0	-0.2	1	10	-6	2	-30
CC(=O)N1CCC(=NNC(=O)c2cccs2)CC1	2	-0.1	5	-1	2	0.0	7	-30	-7	-5	-110
CC1CCN(C(=S)Nc2ccc(SC(F)F)cc2)CC1	-147	-3.0	-195	-50	-2	0.0	x	5	-3	1	-49
C=CCC1NS(=O)(=O)OCC1C(C)C (stereo unspecified)	14	5.6	14	-15	4	0.3	-6	-3	-4	-2	-13
O=C(Nc1ccncc1)C1c2ccccc2Oc2ccccc21	10	-0.3	12	-6	1	2.4	-16	7	-5	-4	-17
Cc1nc(C)c(-c2ccc(SCC(=O)Nc3cccc(F)c3)nn2)s1	-33	0.9	-38	0	2	0.3	-6	14	-9	16	-15
CCOc1cc2c(cc1/C=C1/NC(=O)N(CC(=O)OC)C1=O)OCO2	21	1.0	4	9	-2	0.8	-2	-1	-108	0	-20
COc1ccc(/C=C2\SC(=S)N(CCCC(=O)N3CCN(C)CC3)C2=O)cc1OC	6	0.6	-8	4	x	-0.1	19	0	-3	-3	-15
COC(=O)c1cc(S(=O)(=O)NCc2ccc3c(c2)OCO3)cn1C	7	-0.5	3	-1	0	0.1	-4	-8	-17	-3	-29
CN1C[C@@H]2[C@@H]3C(=O)N(Cc4ccccc4)C(=O)[C@@H]3[C@](C)(C1=O)N2C(=O)c1ccc(C(C)(C)C)cc1	9	-0.1	-14	5	x	0.1	-6	1	-10	3	-43
Cn1ncc2c(Sc3ccc(Cl)cc3)ncnc21	-130	-0.4	-100	-27	1	0.0	-4	-37	-8	-17	-19
CCc1noc(C)c1C(=O)N1CCCSC1=Nc1ccccc1C(C)C	1	-0.1	7	6	1	0.1	x	3	-2	-13	-16
COc1cc(-c2nnn(CC(=O)NCc3ccccc3)n2)cc(OC)c1OC	25	0.0	20	4	5	0.1	1	9	-3	-3	-10
O=C(Nc1cccc(NC(=O)c2ccccc2[N+](=O)[O-])c1)c1ccccc1Cl	-13	3.3	-9	4	2	0.0	-3	0	-5	-7	11
CCOc1ccc(CCN2C(=O)C(=O)N([C@@H](CC(C)C)CN3CCC[C@H]3CN3C(=O)C(=O)NC[C@@H]3Cc3ccccc3)C[C@@H]2Cc2ccc(O)cc2)cc1	-6	0.6	x	x	x	-0.4	x	x	-6	-4	10
CC(C)CN(CCNC(=O)c1cn(C)c2ccc(S(=O)(=O)N3CCCC3)cc2c1=O)CC(C)C	3	-0.4	-4	-7	1	0.1	-5	-2	-4	-1	9
CC(C)(C)NC(=O)c1cccc(NC(=O)c2cccc(O)c2)c1	-106	1.0	-110	-18	5	-0.2	17	0	-9	1	-26
CSc1cccc(NS(=O)(=O)c2ccc(F)cc2)c1	-3	-1.4	5	0	9	0.0	2	3	-4	14	2
Cc1ncsc1CCC(=O)N1CCCC(Nc2ccc(C(C)C)cc2)C1 (stereo unspecified)	5	-0.6	11	-5	0	1.7	x	3	x	1	-2
CCOC(=O)Cn1nc(C)c(NC(=O)CCc2ccccc2)c1C	21	2.3	14	10	-1	0.1	6	-4	0	0	-23
Cc1ccc(C(=O)NC2CCCCCC2)cc1S(=O)(=O)N1CCOCC1	-137	-0.1	-135	-32	5	2.0	-4	10	-5	0	-15
CCOC(=O)CSc1ccc(C(=O)Nc2ccc(OC)cc2)cn1	-1	0.6	-22	1	0	-0.3	1	6	3	10	-9
O=C(N=C1SC2CS(=O)(=O)CC2N1c1cc(Cl)ccc1Cl)C1CC1 (stereo unspecified)	14	-0.4	3	-8	2	-0.5	33	1	-2	-2	-21
N#CC1(NC(=O)CSc2ccccn2)CCCCC1	4	-0.2	-1	4	-4	0.2	x	13	-6	1	-5
CCOc1ccc(NC(=O)CSc2nc3ccsc3c(=O)n2CCC(=O)O)cc1	6	-0.1	3	-7	-1	-0.1	1	-4	-4	0	1
Cc1cc(C(F)(F)F)c(C#N)c(N2CCOCC2)n1	10	-2.2	-1	12	-2	-0.1	30	-4	x	16	-22
CC(C)C[C@H]1COc2cccc(N3CCC[C@@H]3CO)c2S(=O)(=O)N1	4	1.0	x	x	x	-0.1	x	x	-7	-4	-8
CC(C)c1cc(C(=O)O)n(-c2ccccc2)n1	2	0.4	9	7	-2	-0.2	6	-1	-9	9	1
Cc1ccc(NC(=O)Nc2ccccc2F)cc1S(=O)(=O)N1CCOCC1	-31	-0.5	-20	-10	1	-0.3	-14	-1	-15	6	-5
